# ST2 inh: blocks human ST2 binding to IL-33; AlphaLISA ST2-Fc/biotin-IL-33 interaction, 1 h; Q01638; AID 1259354; 78,000 compounds, 2.3% hits; inhibition, % for hits at 17 µM; in the data active = inhibition above about 30%; inconclusive = mostly about 10% to 28%
# Target sequence (Q01638 whole entry, looked up): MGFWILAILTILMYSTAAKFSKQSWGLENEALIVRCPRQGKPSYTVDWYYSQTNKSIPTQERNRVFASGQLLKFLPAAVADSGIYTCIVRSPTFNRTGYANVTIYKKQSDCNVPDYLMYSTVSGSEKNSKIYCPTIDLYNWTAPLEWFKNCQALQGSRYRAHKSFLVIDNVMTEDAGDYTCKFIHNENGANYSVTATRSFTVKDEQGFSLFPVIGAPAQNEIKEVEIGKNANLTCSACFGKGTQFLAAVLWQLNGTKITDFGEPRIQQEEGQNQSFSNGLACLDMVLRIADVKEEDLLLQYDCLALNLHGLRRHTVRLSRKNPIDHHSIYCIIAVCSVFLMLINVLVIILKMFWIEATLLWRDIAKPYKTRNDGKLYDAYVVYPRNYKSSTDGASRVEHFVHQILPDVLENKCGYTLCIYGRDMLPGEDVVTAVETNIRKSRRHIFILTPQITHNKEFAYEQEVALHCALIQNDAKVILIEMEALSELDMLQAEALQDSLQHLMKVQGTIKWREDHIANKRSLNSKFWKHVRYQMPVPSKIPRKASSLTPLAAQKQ
# Active calls of the source: *; i = inactive; ? = inconclusive; ! = not confirmed by another sample. A portion of the library (hit frequency here may not be typical).
canonical_smiles,ST2 inh
O=S1(=O)C=CC(N2CCCCC2)C1 (centres undefined),i
CCC1C(=O)C(C)(C)C(=O)OC1c1cccc([N+](=O)[O-])c1 (centres undefined),?
O=C(Nc1c2c(nn1-c1ccc(F)cc1)CS(=O)C2)c1ccco1 (centres undefined),i
Cc1cccn2c(=O)c3cc(C(=O)NCCCc4ccccc4)n(C)c3nc12,i
C=CC[C@@H]1CC=C[C@@H](C)N1C(=O)c1nc2cccc(C)n2c1F,i
Cc1ccc(-c2nnc(-c3nc(NCCC4=CCCCC4)c4ccccc4n3)o2)cc1,i
Cc1nc2cc(-c3ccccc3)nn2c(C)c1CCC(=O)NC(C)c1cccs1 (centres undefined),?
COc1ccc2cc3cc(C(=O)NCCCN4CCCCCC4)oc3nc2c1,31%*!
CCc1ccc2nc(N3CCCN(C(=O)COC)CC3)cc(C)c2c1,i
COc1ccc(OCC(=O)c2ccc(F)cc2)cc1,i
CS(=O)(=O)N(CC(=O)N1CCc2ccccc2C1)c1cccc(Cl)c1Cl,i
Cc1cccc(NC(=O)CC(=O)NCc2cccc3[nH]ccc23)c1C,i
Cc1cc(C(C)(C)C)cc(S(=O)(=O)NCC(=O)O)c1C,i
CCSc1nnc2c(n1)OC(c1ccccc1OC)Nc1ccccc1-2 (centres undefined),i
CCN(CC)S(=O)(=O)c1ccc(C)c(C(=O)NCc2ccccc2)c1,i
C=CCN1CC(C(=O)NCc2ccc(S(=O)(=O)N(C)C)cc2)CC1=O (centres undefined),i

# An excerpt of these results, field by field.
> Cc1ccc(-c2nnc(-c3nc(NCCC4=CCCCC4)c4ccccc4n3)o2)cc1
- ST2 inh: i
> COc1ccc(OCC(=O)c2ccc(F)cc2)cc1
- ST2 inh: i

# Next part.
canonical_smiles,ST2 inh
CSC(N)=NS(=O)(=O)c1ccc(C)cc1,i
CC(C)(C)C1CCc2c(sc(NC(=O)c3ccccc3Cl)c2C(=O)NCCO)C1 (centres undefined),i
CN1CCN([C@H]2CN(Cc3ccc(Sc4nncn4C)o3)C[C@@H]2O)CC1,?
Cc1cc(S(=O)(=O)N2C(C)CCCC2C)ccc1Cl (centres undefined),i
Clc1ccc(CNc2ncnc3ccccc23)cc1,i
Cc1nc(C(C)NC(=O)c2[nH]c3c(C)ccc(C)c3c2C)n[nH]1 (centres undefined),?
O=[N+]([O-])c1ccc(CN2CCc3ccccc3C2)cc1,?
N#Cc1cccc(NC(=O)N[C@H]2[C@H](O)[C@@H](N3CCC(Cc4ccccc4)CC3)[C@@H]3OC[C@H]2O3)c1,?
CCCCC(=O)Nc1ccc(NC(=O)c2ccc(F)cc2)cc1OC,i
COc1cc(O)cc2occ(-c3ccc(O)cc3)c(=O)c12,i
S=C(Nc1ccc(Cl)cc1)N[C@H]1CO[C@H]2[C@@H]1OC[C@H]2OCc1ccccc1,i
CC(=O)N1c2ccc(N)cc2C(C)(c2ccccc2)CC1(C)C (centres undefined),?
O=C(c1cccn2c(=O)c3sccc3nc12)N1CCC2(CC1)OCCO2,i
COc1ccc(NC(=O)c2cccnc2)cc1Cl,i
COc1ccccc1C=C1C(=O)OC(C)(c2ccccc2)OC1=O (centres undefined),i
CC1CCC23COC(=O)C2=CC(O)CC3C1(C)CCC1=CC(=O)OC1O (centres undefined),i
CCOC(=O)c1c(NC(=O)COc2cccc(Br)c2)sc(C(C)=O)c1C,i
CC(NCCC(=O)O)c1ccccc1 (centres undefined),i
Cc1ccc(SCC(=O)Nc2cccnc2)cc1,i
Cc1nc(Cl)c(NC(=O)CC(C)C)c(C)c1Cl,?
C=CCOc1ccc(C=Nc2ccc(OC)cc2)c(O)c1,?
COc1ccc(-c2nnc(-c3ccc(N(C)C)cc3)o2)cc1,i
CSc1oc(-c2cccs2)nc1S(=O)(=O)c1ccc(Cl)cc1,i
COc1c(O)cc2c(=O)oc3c(OC)c(O[C@@H]4O[C@H](CO)[C@@H](O)[C@H](O)[C@H]4O)cc4c(=O)oc1c2c34,i
COc1ccc(NC(=O)c2ccccc2NC(=O)CCC(=O)O)c(OC)c1,i
CC1CN(S(=O)(=O)c2ccc(Oc3ccccc3)cc2)CC(C)O1 (centres undefined),i
CSc1oc(-c2cccs2)nc1S(=O)(=O)c1ccc(C)cc1,i
N#CC(C(=O)Nc1cccc(C(F)(F)F)c1)=C1CCCCCC1,i
O=C(O)CCNC(=O)c1ccccc1,i
Cc1ccc2nc(C)c(C(=O)N[C@@H](Cc3ccc(O)cc3)C(=O)O)cc2c1,i
COC(=O)c1c(NC(=O)COc2cc(C)cc(C)c2)sc2c1C(C(=O)OC)CC2 (centres undefined),i
CN1[C@@H](CCC(=O)N2CCN(c3ccccc3)CC2)CNC(=O)[C@H]2NCC[C@H]21,?
Cc1cccc(CSC2=NCCN2C(=O)C2CC2)c1,i
COc1ccc(C(C)N(C)C(=O)C(c2ccccc2)c2ccccc2)cc1OC (centres undefined),i
CCOc1ccc(N2CC(NC(=O)c3ccc(C)cc3)CC2=O)cc1 (centres undefined),i
CCCNc1ncc(CN2CCOC(Cc3cccc(F)c3)C2)cn1 (centres undefined),i
OCC1(CCCc2ccccc2)CCN(Cc2ccc3c(c2)OCCO3)CC1,?
Cc1cc(C)n2nc3nc(N4CCOCC4)nc(-c4ccc(C(C)C)cc4)c3c2n1,i
Cc1c(Br)c([N+](=O)[O-])nn1CCCC(=O)NC1CCCCC1,?
CC(C)C(=O)NCC(=O)N1CCC2(CC1)c1ccccc1[C@@H](N)[C@@H]2O,i
CC1=C(C(=O)Nc2cccc(C)n2)C(c2ccsc2)C2=C(CCCC2=O)N1 (centres undefined),i
Cc1cc(C)n(C2CCN(Cc3cc(C(C)C)no3)C2)n1 (centres undefined),i
COCC1(C(=O)NCCn2[nH]c(=O)c3ccccc3c2=O)CCC1,i
CCCc1ccc(CN2CCn3nc(C(=O)N4CCN(C)CC4)cc3C2)o1,i
O=C(Nc1nnc(CCS(=O)(=O)c2ccc(Cl)cc2)s1)c1ccc(F)cc1,i
O=C(Nc1cccc([N+](=O)[O-])c1)c1cc2cc(Br)cc(Br)c2oc1=O,i
CCC(NC(=O)c1cncc(Br)c1)c1ccccc1 (centres undefined),i
O=C(NCCCN1CCCC1=O)c1ccc2c(=O)n(CCc3ccccc3)c(=O)[nH]c2c1,i

# (listing goes on)
Compound,ST2 inh
CCOC(=O)Oc1c(Cl)cc2oc(=O)sc2c1Cl,i
Cc1ccc(-n2c(C)cc(C(=O)CN3CCC(C)CC3)c2C)cc1,i
O=C(O)c1cc(-c2cccnc2)cc(S(=O)(=O)N2CCCCCC2)c1,i
CCc1cnc(C)nc1N1CCC(O)(Cc2ccccc2)CC1,?
CCc1c(C)[nH]n(CCC#N)c1=O,i
CC(=O)CSc1nsc(SCC(C)=O)c1C#N,i
CN1CC2(CCN(C(=O)CCOc3ccccc3)C2)OC1=O (centres undefined),i
Cc1ccc(NC(=O)C2(S(=O)(=O)c3ccc(Cl)cc3)CC2)cc1F,?
Cc1ccc(OCC(=O)N2CCN(c3ccccc3)CC2)cc1C,i
Cc1ccc(NC(=O)c2ccccc2C)cc1OCc1cc(=O)n2cccc(C)c2n1,33%*

# A draw from above in order of SMILES length, ascending.
Compound,ST2 inh
CCc1c(C)[nH]n(CCC#N)c1=O,i
CC(=O)CSc1nsc(SCC(C)=O)c1C#N,i
CCC(NC(=O)c1cncc(Br)c1)c1ccccc1 (centres undefined),i
CCOC(=O)Oc1c(Cl)cc2oc(=O)sc2c1Cl,i
CCc1cnc(C)nc1N1CCC(O)(Cc2ccccc2)CC1,?
CN1CC2(CCN(C(=O)CCOc3ccccc3)C2)OC1=O (centres undefined),i
Cc1ccc(OCC(=O)N2CCN(c3ccccc3)CC2)cc1C,i
COCC1(C(=O)NCCn2[nH]c(=O)c3ccccc3c2=O)CCC1,i
Cc1c(Br)c([N+](=O)[O-])nn1CCCC(=O)NC1CCCCC1,?
CCCc1ccc(CN2CCn3nc(C(=O)N4CCN(C)CC4)cc3C2)o1,i
O=C(O)c1cc(-c2cccnc2)cc(S(=O)(=O)N2CCCCCC2)c1,i
Cc1ccc(NC(=O)C2(S(=O)(=O)c3ccc(Cl)cc3)CC2)cc1F,?
O=C(Nc1nnc(CCS(=O)(=O)c2ccc(Cl)cc2)s1)c1ccc(F)cc1,i
O=C(Nc1cccc([N+](=O)[O-])c1)c1cc2cc(Br)cc(Br)c2oc1=O,i
CC(C)C(=O)NCC(=O)N1CCC2(CC1)c1ccccc1[C@@H](N)[C@@H]2O,i
O=C(NCCCN1CCCC1=O)c1ccc2c(=O)n(CCc3ccccc3)c(=O)[nH]c2c1,i

# Continued.
Compound,ST2 inh
O=C(Nc1ccncc1)c1ccc2c(c1)C(=O)N(CC1CCCO1)C2=O (centres undefined),?
CCc1cc(=O)oc2cc(OCc3ccc(C(=O)OC)cc3)ccc12,i
COc1cc(C(=O)Nc2c(C(=O)Nc3ccc(F)cc3)oc3ccccc23)cc(OC)c1OC,i
Cc1ccc(CSc2n[nH]c(N)n2)c(C)c1,i
CCOC(=O)N1CCN(C/C(C)=C/c2ccccc2)CC1,i
COc1cc(OC)cc(-c2nc(-c3ccc(C)cc3)no2)c1,i
COc1ccc(OC)c(S(=O)(=O)NCCOC23CC4CC(CC(C4)C2)C3)c1,i
CC(C)(C)c1ccc(OCC(O)CN2CCN(Cc3ccc4c(c3)OCO4)CC2)cc1 (centres undefined),i
O=c1/c(=C/c2cccnc2)sc2n1CN(c1ccc([N+](=O)[O-])cc1)CN=2,?
CCOc1ccc(C2C(C(=O)OC3CCCCC3)=C(C)Nc3nnnn32)cc1OC (centres undefined),i
COc1ccc(NCc2cccnc2)cc1,i
N#Cc1ccc(C2Oc3ccccc3C3CC(c4ccccc4)=NN32)cc1 (centres undefined),?
Cc1cc(C)n(-c2cc(-n3cccn3)ncn2)n1,i
CN(C)C[C@H]1O[C@@H](CO)[C@@H](O)[C@H]1N1CCN(c2ccccn2)CC1,i
Cc1cccc(N2C(=O)CSC2c2ccccc2)c1 (centres undefined),i
COc1cc2ccccc2cc1C(=O)Oc1cccc2cccnc12,i
CC(C)Sc1nc2c(c(=O)n1-c1ccc(Cl)cc1)SCC2,i
CC(NC(=O)c1cc2n(n1)CCN(C)C2)c1ccccc1-n1cccn1 (centres undefined),i
CC(C)CC1C(C#N)=C(N)SC(N)=C1C#N,?
O=C(Nc1ccccc1)C1C(c2ccccc2)=C1c1ccccc1,i
Cn1ncnc1-c1ccnc(N2CCCC(F)(F)C2)n1,?
Clc1nc(N2CCOCC2)nc(N2CCOCC2)n1,i
COc1ccc(OC)c(Nc2ncnc3nc[nH]c23)c1,?
CC(C)Cc1ccc(CN2CCCC(NC(=O)CCc3cnn(C)c3)C2)cc1 (centres undefined),?
COc1ccccc1CN1CCC(CN(CC(C)C)C(=O)c2scnc2C)CC1,?
COc1ccc(-c2nc(SCC(=O)NCc3ccco3)c(-c3ccc(OC)cc3)[nH]2)cc1,i
O=C(CSc1nnc(-c2ccccc2Cl)n1-c1ccccc1)Nc1ccccc1Cl,i
CCCc1cc(=O)n2[nH]c(-c3ccc(Br)cc3)cc2n1,i
COCCCNc1nc(-c2ccc(C(C)(C)C)cc2)nc2ccccc12,i
CCC(=O)Nc1cccc(C(=O)NC(C)c2cn3ccsc3n2)c1 (centres undefined),?
COc1cccc(CN2CCCC(CCC(=O)Nc3ccc(C(F)(F)F)cc3)C2)c1O (centres undefined),i
Cc1nc(NCc2ccco2)c2c3c(sc2n1)CCC3,i
Cc1ccc(NCc2cccnc2N(C)Cc2ccccc2)nn1,i
Cc1ccccc1OCCCC(=O)NC1CCCC1,i
CCCN1C2=NCCN2c2cc(C)c(C)cc21,i
N#Cc1c(N)[n+]([O-])c2cc(Cl)c(Cl)cc2[n+]1[O-],i
CCCCOC(=O)C1=C(C)Nc2nnnn2C1c1ccc(F)cc1 (centres undefined),i
O=C(COc1ccccc1)Nc1cccc(OCc2cc(=O)n3cc(Cl)ccc3n2)c1,i
O=C(Cc1ccccc1)NCCS(=O)(=O)O,i
COc1ccc2sc(C)nc2c1,i
Clc1ccccc1-c1nc(C2CCCCC2)no1,i
CC(=O)C(C(=O)N(C)C)n1cnc2c(cnn2-c2ccc(Cl)cc2)c1=O (centres undefined),i
N#Cc1ccc(CNC(=O)[C@@H]2Cc3nc[nH]c3CN2Cc2ccccc2)cc1,?
O=C(CC1Nc2ccccc2NC1=O)Nc1ccc(SC(F)F)cc1 (centres undefined),i
O=C(NCc1ccccn1)C1CCN(CC2CC=CCC2)CC1 (centres undefined),i
CC1CC(=O)C2=C(C1)OC(N)=C(C#N)C2c1ccccc1F (centres undefined),i
O=C(C1CCN(c2ncccn2)CC1)N(Cc1ccsc1)CC1CCCO1 (centres undefined),i
c1cc(-c2nc3ccccc3[nH]2)nc(-c2nc3ccccc3[nH]2)c1,?
O=C(Nc1cccc(C(F)(F)F)c1)/C(=C\c1ccco1)NC(=O)c1ccsc1,?
COc1ccc(OC)c(C2SCCN2C(=O)c2cc3cc(Br)ccc3oc2=O)c1 (centres undefined),?

# Following part
Compound,ST2 inh
Cc1c(C(=O)O)sc2ncn(CC(=O)N3CCCC(C)C3)c(=O)c12 (centres undefined),i
c1ccc(CC2c3nc[nH]c3CCN2Cc2ccc(-c3ccn[nH]3)o2)cc1 (centres undefined),?
O=C(Nc1ccccc1I)c1sc2ccccc2c1Cl,i
O=C(O)CSc1ccc(Cc2ccc(SCC(=O)O)cc2)cc1,i
Cc1ccc(C2CC(=O)C3=C(C2)Nc2ccccc2NC3c2cc3c(cc2Cl)OCO3)cc1 (centres undefined),?
Cc1cc(C)n(Cc2nc(-c3sccc3C)oc2C)n1,i
O=C(NCCNc1cccnc1)c1c(O)cccc1O,i
Cc1cc(Cl)ccc1S(=O)(=O)n1nnc2ccccc21,i
O=[N+]([O-])c1ccc(S(=O)(=O)N2CCN(c3ccc(Cl)cc3)CC2)cc1,33%*
CSc1nnc2c(n1)OC(c1ccc(O)c(O)c1)Nc1ccc(Br)cc1-2 (centres undefined),i
COc1ccc(C)cc1NC(=O)c1cc2cc3ccc(Cl)cc3nc2o1,?
O=C(c1ccc2c(c1)N(Cc1c(F)cccc1Cl)C(=O)CS2)N1CCOCC1,i
COc1ccc(C2C(=C(O)c3ccc([N+](=O)[O-])cc3)C(=O)C(=O)N2CCO)cc1OC (centres undefined),?
O=c1c2sccc2n(Cc2ccc(F)cc2)c(=O)n1-c1ccc(F)cc1,i

# From PubChem
